Bioassay records deposited in PubChem BioAssay by NMMLSC.
CIT2-GFP yeast: alters CIT2-GFP fluorescence in TOR pathway yeast screen | S. cerevisiae CIT2-GFP strain, flow cytometry, 3 h; 100 means same as DMSO wells | GFP response vs DMSO, % at 10 µM | hit rate 0.065% among 320,000 | AID 2029;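 active = GFP response relative to DMSO above a set limit, near the screen mean plus 3 SD, cut at about 150% in these data; inconclusive = Fewer than 70 cells measured for a yeast strain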;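 note: ratio of well median GFP fluorescence to mean of DMSO wells on the plate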
GRK2 aptamer HTS: blocks RNA aptamer binding to human GRK2 | hit rate 0.59% among 330,000 | P25098 | AID 488847 | inhibition of aptamer binding, % at 10 µM | bead flow cytometry, FAM-aptamer displacement from GRK2;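 active = inhibition of aptamer binding above 40%, roughly 3 SD of noise, on plates passing a quality check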;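 note: median bead fluorescence of bound FAM aptamer so fluorescent compounds give negative values; no value below 0 was filed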
MEP2 TOR yeast: yeast TOR pathway MEP2-GFP modulation. S. cerevisiae MEP2-GFP strain, flow cytometry GFP, 3 h; 100% = DMSO control level. GFP response vs DMSO, % at 10 µM. hit rate 0.51% among 330,000;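 active = GFP response versus DMSO above a set limit, roughly screen mean plus 3 SD, cut at about 180% in these data; inconclusive = fewer than 70 cells counted for a yeast strain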;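 note: median GFP fluorescence of the barcode-gated MEP2-GFP cells per well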
LAP4 TOR yeast: yeast TOR pathway LAP4-GFP modulation; S. cerevisiae LAP4-GFP multiplex, flow cytometry GFP, 3 h; median GFP as percent of DMSO wells; GFP response vs DMSO, % at 10 µM; hit rate 0.34% among 320,000;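 active = GFP response vs DMSO above a set limit, about the screen mean plus 3 SD, cut at about 150% in these data; inconclusive = under 70 cell events counted for the yeast strain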
AGP1 TOR yeast: yeast TOR pathway AGP1-GFP modulation; S. cerevisiae AGP1-GFP multiplex flow cytometry, 3 h; GFP as percent of DMSO wells; GFP response vs DMSO, % at 10 µM; hit rate 0.02% among 320,000; AID 2066;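 active = GFP response relative to DMSO above a set limit, near screen average plus 3 SD, cut at about 150% in these data; inconclusive = fewer than 70 cells counted for the yeast strain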;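 note: median GFP channel fluorescence of the gated AGP1 strain per well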
CR mimetic SO: caloric restriction mimetics inhibiting age-related superoxide in yeast; S. cerevisiae aged cells, superoxide DHE fluorescence; active compounds read low; superoxide response (% of plate mean), % at 10 µM; hit rate 0.18% among 330,000; AID 2690;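 active = superoxide response under a set limit, about three screen SD below normal, cut at about 65% in these data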;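 note: yeast aged for seven days with compound at 30 °C before DHE staining; 100% = average MFI of all compound-treated wells on the plate with controls excluded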
VLA-4 inh: inhibition in a human VLA-4 binding assay; inhibition, % (about 7 µM as worked out from the volumes in the protocol); P13612; hit rate 0.2% among 330,000; VLA-4 expressing cells, ligand binding flow cytometry; in the data active = inhibition above about 50%
Target sequence (P13612 whole entry, looked up): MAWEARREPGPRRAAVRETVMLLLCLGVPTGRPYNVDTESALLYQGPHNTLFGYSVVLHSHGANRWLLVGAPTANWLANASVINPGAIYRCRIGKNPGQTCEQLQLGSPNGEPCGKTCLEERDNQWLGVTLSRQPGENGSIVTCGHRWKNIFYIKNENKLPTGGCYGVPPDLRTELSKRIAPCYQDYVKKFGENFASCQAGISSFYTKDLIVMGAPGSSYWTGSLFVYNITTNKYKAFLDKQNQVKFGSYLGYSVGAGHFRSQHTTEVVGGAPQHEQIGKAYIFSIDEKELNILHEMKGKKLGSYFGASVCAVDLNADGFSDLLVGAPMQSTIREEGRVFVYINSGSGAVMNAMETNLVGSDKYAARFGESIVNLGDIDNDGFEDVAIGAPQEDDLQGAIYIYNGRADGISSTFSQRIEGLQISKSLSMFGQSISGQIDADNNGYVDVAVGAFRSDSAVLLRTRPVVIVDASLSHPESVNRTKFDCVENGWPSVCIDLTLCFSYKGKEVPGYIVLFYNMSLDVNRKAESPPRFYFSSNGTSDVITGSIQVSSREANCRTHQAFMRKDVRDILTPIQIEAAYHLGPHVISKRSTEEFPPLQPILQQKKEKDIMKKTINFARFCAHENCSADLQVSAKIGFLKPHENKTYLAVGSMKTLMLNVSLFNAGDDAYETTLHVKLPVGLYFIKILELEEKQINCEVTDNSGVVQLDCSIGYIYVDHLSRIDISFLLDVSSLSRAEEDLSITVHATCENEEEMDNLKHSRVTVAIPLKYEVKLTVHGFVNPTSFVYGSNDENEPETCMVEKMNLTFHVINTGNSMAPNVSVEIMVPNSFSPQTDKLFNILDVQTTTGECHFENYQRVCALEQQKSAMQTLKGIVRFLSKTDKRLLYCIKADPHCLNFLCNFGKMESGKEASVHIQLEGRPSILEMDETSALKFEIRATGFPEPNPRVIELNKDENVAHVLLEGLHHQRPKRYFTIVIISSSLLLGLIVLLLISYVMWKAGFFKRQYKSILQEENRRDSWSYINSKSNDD
RPL19A TOR yeast: yeast TOR pathway RPL19A-GFP modulation; AID 2025; hit rate 0.3% among 330,000; percent response vs DMSO, % at 10 µM; S. cerevisiae RPL19A-GFP strain, flow cytometry, 3 h; active compounds read low;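 active = percent response vs DMSO below 50%; inconclusive = fewer than 70 events counted for the yeast strain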;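 note: median channel GFP fluorescence of the barcoded RPL19A-GFP strain; ratio of sample median GFP to plate DMSO average so 100% = DMSO; lower means less RPL19A-GFP as with rapamycin TOR inhibition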
Numbers without * were called inactive; i = inactive; ? = inconclusive; . = not tested or not shown; [ ] = dose if it differs, or a comment.

SMILES	CIT2-GFP yeast	GRK2 aptamer HTS	MEP2 TOR yeast	LAP4 TOR yeast	AGP1 TOR yeast	CR mimetic SO	VLA-4 inh	RPL19A TOR yeast
CCCCN1C(=O)CC(C(=O)O)C1c1ccc(OC)cc1 (stereo unspecified)	105	0	105	95	100	94	1	100
CC[n+]1c(/C=C(\C)Nc2ccccc2)sc2ccccc21	89	1	109	102	93	81	-4	93
COc1ccc(CCNC(=O)C2CCN(S(=O)(=O)c3ccc(OC)c(OC)c3)CC2)cc1OC	104	5	106	98	105	87	7	111
CCCCN1C(=O)/C(=C2/Sc3ccc(OC)cc3N2CC)SC1=S	106	5	104	87	95	99	-13	104
O=C(c1ccc(N2C(=O)C3CC=C(Cl)CC3C2=O)cc1)N1CCOCC1 (stereo unspecified)	103	5	101	96	99	99	7	105
CN(C(=O)COC(=O)c1ccc2ccccc2n1)c1ccccc1	102	1	110	101	95	104	-14	95
C[C@]12CCC(=O)C=C1[C@H](O)C[C@@H]1[C@@H]2[C@@H](O)C[C@@]2(C)[C@H]1CC[C@]2(O)C(=O)CO	86	0	91	84	86	111	19	96
CN(CCc1cn[nH]c1)C(=O)CC1C(=O)NCCN1Cc1cccc(Oc2ccccc2)c1 (stereo unspecified)	.	0	91	92	90	97	0	83
CC(=O)N=C1SC2CS(=O)(=O)CC2N1c1ccccc1Cl (stereo unspecified)	106	0	104	96	97	95	-4	96
COc1ccc(-c2ccc(-c3nc4c(c(=O)[nH]c(=O)n4Cc4ccccc4)n3C)o2)c([N+](=O)[O-])c1	104	0	94	79	97	111	-5	99
CCOC(=O)N(NC(=O)C(O)(CC(C)C)CC(C)C)c1ccccc1	106	1	110	96	100	99	-3	106
Cc1ccc(NC(=O)CN(C)C(=O)c2nn(C)c(=O)c3ccccc23)cc1	100	0	108	107	117	84	4	103
NC(=O)CSc1nnc(-c2cccnc2)n1CCc1ccccc1	93	0	93	87	88	100	4	90
COC(=O)c1cc(OC)nc(OC)c1	114	0	91	93	112	102	14	94
Cc1ccn(CCC(=O)N2CCCC(CCC(=O)N3CCN(c4ccccn4)CC3)C2)n1 (stereo unspecified)	105	1	105	99	103	104	-1	100
Cc1ccc(NC(=O)C2CCN(S(=O)(=O)c3cccc4nonc34)CC2)nc1	111	0	103	107	106	104	13	106
Cc1nc(C)c(C(=O)C2=C(O)C(=O)N(CCN(C)C)C2c2ccco2)s1 (stereo unspecified)	98	0	98	111	109	87	3	98
O=C(OCc1nnc(-c2ccc(Br)cc2)o1)c1cncc(Br)c1	98	0	106	120	106	103	6	96
NC(=O)C1=C[C@@H](c2coc3ccccc3c2=O)C[C@@H](OCc2ccc(CO)cc2)O1	91	0	97	108	92	95	0	100
O=C(NNC(=O)c1ccccc1Br)c1ccccc1Cl	93	0	92	115	101	93	21	97
COc1ccc([N+](=O)[O-])cc1N(CC(=O)Nc1ccccc1C(=O)NC(C)C)S(C)(=O)=O	73	0	96	98	96	90	10	93
O=C(Nc1ccc(S(=O)(=O)N2CCCC2)cc1)c1cccc(OC(F)F)c1	102	3	106	115	118	77	14	105
CCOC(=O)C1=C(CS(=O)(=O)c2ccc(F)cc2)NC(=O)NC1c1cc(OC)c(O)c(OC)c1 (stereo unspecified)	102	3	105	100	100	97	8	99
CN(C(=O)COC(=O)CNC(=O)c1ccccc1F)C1CCCCC1	95	7	96	108	105	114	2	96
Cc1nnc(Nc2ccc(C(=O)O)cc2)[nH]c1=O	96	2	102	105	102	93	-1	99

Record cards (already shown). Values in the order: CIT2-GFP yeast, GRK2 aptamer HTS, MEP2 TOR yeast, LAP4 TOR yeast, AGP1 TOR yeast, CR mimetic SO, VLA-4 inh, RPL19A TOR yeast
`COc1ccc(CCNC(=O)C2CCN(S(=O)(=O)c3ccc(OC)c(OC)c3)CC2)cc1OC` across the screens: 104, 5, 106, 98, 105, 87, 7, 111
`Cc1ccc(NC(=O)CN(C)C(=O)c2nn(C)c(=O)c3ccccc23)cc1` across the screens: 100, 0, 108, 107, 117, 84, 4, 103
`Cc1ccc(NC(=O)C2CCN(S(=O)(=O)c3cccc4nonc34)CC2)nc1` across the screens: 111, 0, 103, 107, 106, 104, 13, 106
`COC(=O)c1cc(OC)nc(OC)c1` across the screens: 114, 0, 91, 93, 112, 102, 14, 94

(further entries)
SMILES	CIT2-GFP yeast	GRK2 aptamer HTS	MEP2 TOR yeast	LAP4 TOR yeast	AGP1 TOR yeast	CR mimetic SO	VLA-4 inh	RPL19A TOR yeast
CN(C(=O)CSc1ncnc2sccc12)c1c(N)n(Cc2ccccc2)c(=O)[nH]c1=O	105	0	102	95	96	113	-9	98
COc1cc(C(=O)OCC(=O)NCCC2=CCCCC2)ccc1OCC(C)C	98	0	103	103	106	104	9	96
FC(F)(F)c1ccc(CSc2ccccn2)cc1	94	2	98	101	104	96	6	95
COc1ccc(/C=N/NC(=O)c2ccc(Cn3cc([N+](=O)[O-])cn3)o2)cc1O	93	0	98	99	99	98	-2	100
Cc1ccccc1NN=Nc1nc2c([nH]1)c(=O)n(C)c(=O)n2C	98	0	102	103	105	105	-193	100
N#Cc1cnn2c(-c3cccc(C(F)(F)F)c3)ccnc12	100	2	86	107	102	90	-1	93
O=C(Nc1cccnc1)c1cccc(NC(=O)c2ccco2)c1	95	1	94	93	92	108	-4	94
CCC(=O)NC(=S)Nc1ccc(N2CCOCC2)cc1	104	3	101	111	107	96	1	101
CC1=CCC2C(=O)N(c3ccc(C(=O)Nc4ccccc4Cl)cc3)C(=O)C2C1 (stereo unspecified)	93	3	98	115	97	107	2	100
COCCN(C(=O)COC(=O)c1cc2c(s1)CCCC2)c1c(N)n(Cc2ccccc2)c(=O)[nH]c1=O	100	1	97	109	106	110	-4	99
COc1ccc(S(=O)(=O)N2CCCC2CNC(=O)C(=O)NCc2ccco2)cc1 (stereo unspecified)	100	1	92	113	100	97	-3	93
Cc1ccc(N=C2NC(=O)/C(=C/c3cn(C)c4ccccc34)S2)cc1C	88	3	101	111	100	112	i	99
O=C(NCCc1ccccn1)c1cc(-c2ccc(Cl)c(Cl)c2Cl)nc2ccccc12	90	0	96	88	92	99	19	100
CCOC(=O)C1CCN(S(=O)(=O)CCNC(=O)c2cccc(OC)c2)CC1	91	0	90	92	102	91	2	93
CCn1ccc(C(=O)Nc2ccccc2Cl)n1	84	3	93	97	87	110	20	91
CCOC(=O)c1cnc(SCC(=O)c2ccc(C)cc2)nc1N	112	1	106	107	106	100	8	106
CN(CC(=O)Nc1c(Cl)cccc1Cl)C(=O)CNC(=O)c1ccco1	92	0	103	98	98	118	24	99
COC(=O)C1CCN(C(c2cc(OC)c(OC)c(OC)c2)c2sc3nc(C)nn3c2O)CC1 (stereo unspecified)	93	0	103	94	98	96	12	102
CCC(C)N(C(=O)COc1ccc(-c2nnco2)cc1)C1CCS(=O)(=O)C1 (stereo unspecified)	106	1	93	112	107	98	25	96
O=C(NCC(c1cccnc1)N1CCN(c2ccccc2F)CC1)c1ccco1 (stereo unspecified)	98	0	102	102	98	102	21	99
CCOc1ccc(-n2c(C)c(C(=O)OC)c3cc(O)ccc32)cc1	100	0	105	94	106	104	3	104
COc1ccc(C(=O)N2CCC3(CC2)NCCc2[nH]cnc23)cc1	95	2	97	97	99	78	1	100
CCC(OC(=O)CNS(=O)(=O)c1ccccc1)C(=O)c1ccccc1 (stereo unspecified)	104	0	107	107	108	103	13	100
Cc1ccc(S(=O)(=O)N2CCN(C(=O)CC(C)(C)C)CC2)cc1	103	0	101	105	101	101	13	95
Cc1ccc(NC(=O)c2ccc(=O)[nH]c2)cc1S(=O)(=O)N1CCCCCC1	104	3	103	99	103	89	-2	100
(next part)
SMILES	CIT2-GFP yeast	GRK2 aptamer HTS	MEP2 TOR yeast	LAP4 TOR yeast	AGP1 TOR yeast	CR mimetic SO	VLA-4 inh	RPL19A TOR yeast
CCCOc1ccc(-c2nnn(CC(=O)N3CCCCC3)n2)cc1	90	2	106	108	102	101	10	106
COc1ccc(C(=O)NCc2cccnc2)cc1C(=O)NCc1cccnc1	81	0	101	105	86	104	56*	103
CCOc1cccc2sc(=NC(=O)CCS(=O)(=O)c3ccc(F)cc3)n(C)c12	88	0	95	104	97	103	6	96
O=C(CC(c1ccccc1)c1ccccc1)Nc1ccc(Cl)cn1	96	3	119	115	106	112	15	101
O=C(NC(=S)N(Cc1ccccc1)Cc1ccccc1)C1CCCCC1	104	3	107	93	100	85	-4	100
CCOc1ccc(N2CC(C(=O)NCCc3c[nH]c4ccc(OC)cc34)CC2=O)cc1 (stereo unspecified)	97	0	110	101	100	106	4	102
Cc1ccc2nc(Nc3ccc(Cl)cc3)c3nncn3c2c1	118	2	112	102	99	107	-6	107
Cc1cc(=O)oc2cc(OCC(=O)Nc3ccc(N4CCC(C)CC4)cc3)ccc12	104	0	105	91	95	84	-1	102
C=CCc1cccc(/C=N/NC(=O)CNc2ccccc2OC)c1O	94	0	100	110	98	111	-4	95
CCOC(=O)C1=NN(C(=O)c2ccc(C)cc2)C(O)(c2ccc(Cl)cc2)C1 (stereo unspecified)	94	3	140	139	93	94	-6	100
Clc1ccc(CNc2nc(N3CCOCC3)nc(N3CCOCC3)n2)cc1	105	0	124	113	109	106	21	111
COC(=O)[C@]1(Cc2ccccc2)N[C@H](CN(C)C(=O)c2ccccc2)[C@@H]2C(=O)N(C)C(=O)[C@@H]21	91	1	103	103	105	100	44	105
O=C(CCn1c(=S)[nH]c2ccccc2c1=O)NCC1CCCO1 (stereo unspecified)	100	2	94	95	96	94	4	93
COc1ccc(NC(=O)CN2C(=O)NC(C)(C3CC3)C2=O)c(OC)c1 (stereo unspecified)	104	3	97	104	101	80	11	101
COc1cccc(N2CC(NS(=O)(=O)c3ccc4ccccc4c3)CC2=O)c1 (stereo unspecified)	91	1	98	104	111	84	-2	100
O=C(O)/C(=C/c1ccco1)NC(=O)c1ccc(Br)o1	103	7	107	93	101	96	15	105
CC(=O)Oc1ccc(/C=C(\NC(=O)c2cccc(Br)c2)C(=O)Nc2ccc(C(=O)O)cc2)cc1	84	0	96	96	88	105	2	95
CC(C)(C)c1ccc(-c2noc(CNC(=O)c3ccco3)n2)cc1	82	0	97	80	87	102	12	94
CCOc1ccccc1N1CC(C(=O)Nc2ccccc2N2CCCC2)CC1=O (stereo unspecified)	104	0	106	96	103	105	-2	104
COC(=O)C1CCN(C(=O)Cc2ccc(Br)cc2)CC1	?	0	173[may fluoresce violet]	66[may fluoresce violet]	?	102	3	64[may fluoresce violet]
Cc1ccc(NC(=S)NNC(=O)c2ccc(N3CCOCC3)c([N+](=O)[O-])c2)cc1Cl	92	3	92	90	97	85	13	97
Cc1cccc(NS(=O)(=O)c2ccc(C(=O)NCC(c3ccco3)N(C)C)cc2)c1C (stereo unspecified)	99	1	94	83	90	103	1	78
Cc1ccc(-c2c[n+](Cc3ccc(Cl)c(Cl)c3)c3n2CCC3)cc1	107	0	100	100	110	99	7	106
CCCCNC(=O)Cc1cc(=O)[nH]c(=O)[nH]1	86	6	85	92	85	140	0	98
Clc1ccc(-c2ccc(CN3CCCCC3)o2)cc1	106	0	106	97	104	98	7	101
O=S(=O)(NCC1CCCO1)c1ccc(Br)cc1 (stereo unspecified)	95	6	101	95	96	98	1	96
CCOC(=O)c1ccc(NC(=O)CC2SCCNC2=O)cc1 (stereo unspecified)	95	0	101	101	104	91	8	103
O=C(OCc1nnc(-c2ccccc2)o1)c1ccc2c(c1)OCO2	84	2	99	115	89	103	-2	96
COC(=O)c1sccc1NC(=O)Nc1ccccc1OC	87	1	86	83	88	99	-2	99
COc1ccc(-c2cc(C)no2)cc1S(=O)(=O)NCC1CCN(Cc2cc(C)ccc2C)CC1	97	0	97	105	107	89	9	98
